Screening data: PubChem BioAssay, several laboratories
UBC9 SUMO inh – inhibitors of human SUMOylation (UBC9); P63279; HTRF SUMOylation assay, SAE1/SAE2 + UBC9, in vitro; inhibition, % at 35 µM; actives 0.36% (n = 290,000); AID 2006; in the data active = inhibition above about 50%, passing the limit was not always enough; note: strong numbers were not always called active
VIM-2 inhibitor – inhibitors of Pseudomonas aeruginosa VIM-2 metallo-beta-lactamase; actives 0.89% (n = 290,000); purified VIM-2, nitrocefin hydrolysis, epi-absorbance fluorescence; inhibition, % at 5.6 µM;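 active = inhibition above the mean of all tested compounds plus 3 SD, cutoff set per screening run, cut at about 7.5% in these data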;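 note: red hydrolysis product quenches plate fluorescence so inhibitors raise well fluorescence; 0% = enzyme with DMSO and 100% = DMSO without enzyme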
PHOSPHO1 inh – PHOSPHO1 (human) inhibition; Q8TCT1; recombinant PHOSPHO1, absorbance phosphatase assay; inhibition, % at 13.3 µM; actives 1.1% (n = 290,000); AID 1565; in the data active = inhibition above about 60%
p-CIP stab down – p/CIP protein destabilization. F442A p/CIP-EGFP cells, EGFP fluorescence, 16 h. decrease of EGFP signal, % at 10 µM. actives 0.01% (n = 290,000). AID 1984;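 active = EGFP signal decrease of at least 30% at 10 µM or well 3 SD below plate mean, unless failing retest; inactive = the rest, including hits failing retest or dose response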; note: some compounds called inactive have numbers as strong as hits; many of its hits are not listed in these tables
IDE act – IDE (human) activation, cell-based; activation, % at 5.96 µM; AID 493087; actives 0.073% (n = 340,000); HEK cells, FAbeta-B cleavage, fluorescence polarization; 0% vehicle, 100% cell-free pure enzyme wells; P14735;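 active = activation above the mean of all tested compounds plus 3 SD, set per screening campaign, cut at about 17% in these data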
Target sequence (P14735 whole entry, looked up): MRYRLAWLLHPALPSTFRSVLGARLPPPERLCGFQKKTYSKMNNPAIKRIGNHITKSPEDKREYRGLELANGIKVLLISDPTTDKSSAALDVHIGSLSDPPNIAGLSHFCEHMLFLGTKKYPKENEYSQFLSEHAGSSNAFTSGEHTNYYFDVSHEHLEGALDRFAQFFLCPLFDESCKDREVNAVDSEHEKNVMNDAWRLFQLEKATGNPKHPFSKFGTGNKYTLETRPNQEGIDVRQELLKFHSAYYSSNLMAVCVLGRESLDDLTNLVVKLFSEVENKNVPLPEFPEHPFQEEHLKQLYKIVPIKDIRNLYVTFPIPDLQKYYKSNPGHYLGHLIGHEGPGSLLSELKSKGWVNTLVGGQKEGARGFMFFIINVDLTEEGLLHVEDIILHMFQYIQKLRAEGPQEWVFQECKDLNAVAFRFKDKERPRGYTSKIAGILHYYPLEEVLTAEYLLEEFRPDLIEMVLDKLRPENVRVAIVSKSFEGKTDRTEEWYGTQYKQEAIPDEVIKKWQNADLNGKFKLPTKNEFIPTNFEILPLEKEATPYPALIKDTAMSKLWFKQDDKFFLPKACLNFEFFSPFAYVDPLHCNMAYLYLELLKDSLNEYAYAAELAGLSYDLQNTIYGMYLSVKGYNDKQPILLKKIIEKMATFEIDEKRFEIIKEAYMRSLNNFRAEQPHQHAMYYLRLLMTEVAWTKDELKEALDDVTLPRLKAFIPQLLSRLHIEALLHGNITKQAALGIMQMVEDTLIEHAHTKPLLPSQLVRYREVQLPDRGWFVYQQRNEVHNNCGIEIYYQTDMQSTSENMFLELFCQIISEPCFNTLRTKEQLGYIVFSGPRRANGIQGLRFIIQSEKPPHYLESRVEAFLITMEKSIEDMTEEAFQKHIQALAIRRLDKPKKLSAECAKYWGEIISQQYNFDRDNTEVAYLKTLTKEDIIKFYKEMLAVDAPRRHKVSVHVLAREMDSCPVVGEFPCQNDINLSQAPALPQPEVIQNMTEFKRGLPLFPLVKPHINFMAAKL
MEKK3 PB1 HTS – MEKK3-MEK5 PB1 interaction, increase or decrease | AID 1529 | Q99759 | bead-based flow cytometry, Alexa488-MEK5 binding to MEKK3; actives lie on both sides; 0 = blocked by unlabeled MEK5, 100 = vehicle | binding response (% of control), % at 10 µM | actives 1.4% (n = 290,000);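 active = binding response more than 3 SD above or below the average of its plate-row segment, actives on both sides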;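 note: Alexa488 bead fluorescence after subtracting the streptavidin-only scavenger bead signal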
DNA FID counter – counter-screen for HCV NS3 helicase inhibitors: DNA intercalator displacement; inhibition, % at 7.9 µM; actives 0.17% (n = 290,000); DNA fluorescent intercalator displacement, fluorescence; in the data active = inhibition above about 37%;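 note: 0% = vehicle and 100% = reference compound; higher means more ethidium bromide displaced from hairpin DNA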
IMP-1 inhibitor – inhibitors of Pseudomonas aeruginosa IMP-1 metallo-beta-lactamase. purified IMP-1, nitrocefin hydrolysis, epi-absorbance fluorescence. actives 0.45% (n = 290,000). inhibition, % at 5.6 µM;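 active = inhibition above the mean plus 3 SD of all compounds in the same screening run, cut at about 4.5% in these data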;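 note: 0% = IMP-1 with DMSO and 100% = DMSO wells lacking enzyme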
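assay system = purified recombinant IMP-1 metallo-beta-lactamase enzyme | schedule = 15 min preincubation plus 25 min reaction at 25 °C | signal = Epi-absorbance fluorescence, 480 nm excitation, 530 nm emission | read-out basis = percent inhibition from optical density relative to buffer-blank wells | controls = IMP-1 with DMSO as 0%, enzyme-free DMSO as 100%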
NS3 helicase inh – HCV NS3 helicase inhibition; NS3 helicase DNA unwinding, Cy5 molecular beacon fluorescence; inhibition, % at 10.9 µM; actives 0.56% (n = 290,000);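 active = inhibition above the mean of all tested compounds plus 3 SD, set per campaign, cut at about 35% in these data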;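 note: 0% = DMSO wells and 100% = thioflavine S control wells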
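test system = hepatitis C virus NS3 helicase domain fragment enzyme | reagent = annealed dual-labelled DNA beacon duplex, ATP-started | times = 1 h at 25 °C | detection = Cy5 fluorescence, 0 and 60 min reads | read-out basis = percent inhibition from t60/t0 fluorescence ratio | control set = DMSO and thioflavine S | replication = one well per compound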
* hit, by the source's call; / = not tested or not shown. Not all compounds are listed; rates above refer to the full screens.

compound,UBC9 SUMO inh,IMP-1 inhibitor,MEKK3 PB1 HTS,NS3 helicase inh,PHOSPHO1 inh,VIM-2 inhibitor,DNA FID counter,IDE act,p-CIP stab down
Cn1nnnc1SCC(=O)Nc1ccccn1,6,-2.1,94,2,-2,2.1,0,8,2
Cc1ccc2nsnc2c1NC(=O)c1ccc2c(c1)OCCO2,13,-3.5,91,4,20,-6.2,-4,-2,-6
Cc1cc(C)c(NC(=O)CSc2nnc(CNC(=O)c3ccccc3F)o2)c(C)c1,13,-0.3,102,0,6,-0.2,-17,8,0
O=C(O)C1CC=CCC1C(=O)Nc1cccc([N+](=O)[O-])c1 (stereo not given),1,-1.0,96,-7,6,0.5,-1,2,11
COc1ccc2nc3oc(C(=O)N4CCCCC4)cc3cc2c1,34,-3.4,111,0,2,-3.2,-21,4,-7
Cc1ncoc1C(=O)Nc1ccc(Oc2ccccc2)cc1,-42,-1.1,101,-4,2,-1.3,-8,-1,3
O=S(=O)(c1ccc(F)c(Cl)c1)N1CCCC1,-2,-3.9,103,-1,4,-5.5,1,9,-8
CS(=O)(=O)N1CCN(C(=O)CCc2ccccc2)CC1,5,-3.3,102,-7,-16,-1.7,-1,2,-1
CCC(C)c1ccc(NC(=S)NCc2cccs2)cc1 (stereo not given),-19,-2.1,109,-5,28,-2.7,-7,0,-2
COc1ccc(OC)c(CN2CCC(C(=O)N3CCOCC3)CC2)c1,1,-1.2,94,-6,-8,-4.6,1,0,-14
Cc1ccc(C(=O)NC(=S)NNC(=O)CC#N)cc1,6,-3.1,108,4,46,-4.2,7,-8,2
COc1cccc(/C=C2\SC(=S)N(N3CCOCC3)C2=O)c1OC,5,-0.8,94,-5,-6,1.0,-9,-1,-3
CCC(CC)C(=O)Nc1nnc(SCC(=O)NC2CC2)s1,-7,-3.2,95,3,0,-0.2,-4,4,-9
O=C(NCc1ccco1)C1CC(=O)N(c2ccc(F)cc2)C1 (stereo not given),0,-2.6,101,-3,-4,-1.7,2,1,-11
CCOC(=O)c1cc2c(nc1NC(=S)NCc1ccccc1)CCCC2,2,-1.6,104,-10,11,-1.4,-1,6,-6
COc1ccc2[nH]c3c(c2c1)CCn1c-3nc2sc(C(=O)Nc3ccccc3)c(C)c2c1=O,11,0.7,98,5,-7,-2.5,0,/,-16
C/C(=C\CCC1(C)C2CC3C(C2)C31C)C(=O)O (stereo not given),-4,/,107,/,4,/,/,4,-10
CCn1c(SCC(=O)NC2CCCC2)nnc1-c1ccncc1,-11,-2.0,100,8,24,-2.0,-3,6,-17
Cc1ccc(CC(CC(=O)O)C(=O)NC2CCCCC2)cc1 (stereo not given),21,0.9,98,-5,1,-1.1,-4,1,3
O=C(c1ccc(S(=O)(=O)Nc2ccc(F)cc2)cc1)N1CCN(c2ccccn2)CC1,10,-2.8,98,-12,16,-2.1,-25,2,0

Reformatted with values under each structure: two of the compounds above
Every second line gives: UBC9 SUMO inh, IMP-1 inhibitor, MEKK3 PB1 HTS, NS3 helicase inh, PHOSPHO1 inh, VIM-2 inhibitor, DNA FID counter, IDE act, p-CIP stab down
- Cc1ccc(CC(CC(=O)O)C(=O)NC2CCCCC2)cc1 (stereo not given)
→ 21, 0.9, 98, -5, 1, -1.1, -4, 1, 3
- O=C(c1ccc(S(=O)(=O)Nc2ccc(F)cc2)cc1)N1CCN(c2ccccn2)CC1
→ 10, -2.8, 98, -12, 16, -2.1, -25, 2, 0

Further records.
compound,UBC9 SUMO inh,IMP-1 inhibitor,MEKK3 PB1 HTS,NS3 helicase inh,PHOSPHO1 inh,VIM-2 inhibitor,DNA FID counter,IDE act,p-CIP stab down
Cc1ccc(S(=O)(=O)N2CCN(S(=O)(=O)N3CCOCC3)CC2)cc1,17,-3.1,106,2,32,-3.1,-4,-1,-4
Cc1cs/c(=N/C(=S)Nc2ccccc2)n1C,3,-1.7,96,-24,-37,-1.0,0,6,-17
CC(C)C(C(=O)NC1CCCC1)N(Cc1ccco1)C(=O)CNS(=O)(=O)c1ccccc1 (stereo not given),-16,-2.3,99,-1,10,0.4,-27,5,-3
Cc1sc2ncn3ncnc3c2c1C,1,-1.0,104,-4,13,3.2,2,4,-14
CCN1C(=O)/C(=C2/C=CC=CN2C)OC1=S,12,-0.7,98,8,-2,0.2,6,-4,0
O=C(NC1CC1)C1CCN(C2CCN(Cc3ccccc3C(F)(F)F)CC2)CC1,7,-3.1,102,-6,28,-2.2,0,-3,-21
COc1ccc(CN(C)CC2CCCN(CCc3ccc(Cl)cc3)C2)cc1OC (stereo not given),7,0.1,106,-22,-18,0.7,23,0,-5
COc1ccc(CC(=O)Nc2nc(-c3ccc(F)c(F)c3)cs2)cc1OC,17,0.2,102,-17,19,-0.9,-12,-2,-26
CCOC(=O)c1cnc2ccc(C(=O)OC)cc2c1Nc1cccc(C(=O)O)c1,8,-3.0,105,4,32,-3.1,-9,2,-6
CN(C(=O)CN1C(=O)CCSc2ccc(S(=O)(=O)N3CCCC3)cc21)c1ccccc1,-2,-4.1,102,0,22,-2.9,-53,5,-9
COc1cccc(/C=N/NC(N)=S)c1OS(=O)(=O)c1ccccc1,-42,-3.9,108,1,-26,-2.5,-9,3,9
C/C(CC(C)C)=N\Nc1ccc(S(N)(=O)=O)cc1[N+](=O)[O-],9,-3.5,101,6,-8,-3.2,0,6,10
CS(=O)(=O)Oc1ccc2c(c1)O/C(=C\c1cccnc1)C2=O,28,0.5,99,-4,10,0.2,-5,-1,-4
Cc1ccc(S(=O)(=O)Nc2cccc(/C=C/C(=O)O)c2)cc1,-13,-1.9,99,1,14,2.0,-7,8,5
CC(=O)CSc1nnc(-c2ccncc2)n1C,9,-2.7,104,1,28,-2.9,1,3,-5
CCN(c1ccccc1)S(=O)(=O)c1cc(C(=O)Oc2ccc3c(C)cc(=O)oc3c2)ccc1C,17,-2.1,103,7,-10,-5.5,-7,-2,8
Brc1ccc(-c2csc(N/N=C/c3ccc4c(c3)OCO4)n2)cc1,16,-2.4,111,9,16,-0.9,0,-10,0
O=C(O)C1CCCCC1C(=O)Nc1ccccc1F (stereo not given),-2,-0.9,107,-9,-3,-2.8,3,8,-7
Cc1ccc(NC(=O)[C@H](Cc2ccccc2)NC(=O)C2CCNCC2)cc1,/,1.4,93,-12,-4,-1.2,22,9,-4
Cc1cccc(NC(=S)NC(=O)C(c2ccccc2)c2ccccc2)n1,/,-1.4,104,0,/,0.5,-5,1,/
CC(C)N(C(=O)Cn1cc(SCC(=O)NCC2CCCO2)c2ccccc21)C(C)C (stereo not given),12,-1.5,107,-3,-19,-4.3,-25,0,-3
COc1ccccc1OCCCCCCN1CCOCC1,19,-1.7,111,-2,34,-1.1,4,2,-7
O=C(NCC1CCCO1)c1ccc2c(c1)N(Cc1ccc(F)cc1Cl)C(=O)CS2 (stereo not given),/,-1.0,102,0,53,-2.3,-31,1,-2
O=C(O)CCC(=O)N(Cc1ccco1)c1nc(-c2ccccc2)cs1,10,-5.5,100,19,2,-1.5,-35,6,-4
CCCCCCCCOc1ccc(C2OC34CCCCC3C(C#N)(C#N)C2(C#N)C(=N)O4)cc1 (stereo not given),27,-1.6,99,4,24,-1.1,-2,3,-11
CC(C)(C)C(=O)Nc1ccc(C(=O)N/N=C/c2ccccc2OC(=O)c2ccccc2)cc1,-17,-2.2,100,-4,47,-6.4,-19,4,-8
CC(C)(C)NC(=O)CCCCCCCC(=O)NC(C)(C)C,10,-2.1,101,13,56,-3.9,-8,2,1
Cc1ccnc(NC(=O)C2CCN(S(=O)(=O)c3cccc4nsnc34)CC2)c1,4,-1.5,/,2,4,1.3,-6,4,-1
CCC(CC)C(=O)Nc1ccc(C(=O)Nc2cc(C)on2)cc1,-7,-1.0,103,5,2,-1.3,-12,2,13
Cc1ccc2c(c1)cc(CN(Cc1cccnc1)C(=O)c1ccccc1)c1nnnn12,11,-1.6,101,-4,-10,-0.1,-2,2,7
FC(F)(F)c1cccc(CNC2c3ccccc3-c3ccccc32)c1,-32,1.2,107,-32,38,0.3,21,0,-2
O=C(CSc1nc2cc(Cl)ccc2s1)c1ccco1,23,0.1,109,4,91*,-0.8,-8,-1,0

By substructure, the compounds so far containing an aryl methoxy group
compound,UBC9 SUMO inh,IMP-1 inhibitor,MEKK3 PB1 HTS,NS3 helicase inh,PHOSPHO1 inh,VIM-2 inhibitor,DNA FID counter,IDE act,p-CIP stab down
COc1ccc2nc3oc(C(=O)N4CCCCC4)cc3cc2c1,34,-3.4,111,0,2,-3.2,-21,4,-7
COc1ccc(OC)c(CN2CCC(C(=O)N3CCOCC3)CC2)c1,1,-1.2,94,-6,-8,-4.6,1,0,-14
COc1cccc(/C=C2\SC(=S)N(N3CCOCC3)C2=O)c1OC,5,-0.8,94,-5,-6,1.0,-9,-1,-3
COc1ccc2[nH]c3c(c2c1)CCn1c-3nc2sc(C(=O)Nc3ccccc3)c(C)c2c1=O,11,0.7,98,5,-7,-2.5,0,/,-16
COc1ccc(CN(C)CC2CCCN(CCc3ccc(Cl)cc3)C2)cc1OC (stereo not given),7,0.1,106,-22,-18,0.7,23,0,-5
COc1ccc(CC(=O)Nc2nc(-c3ccc(F)c(F)c3)cs2)cc1OC,17,0.2,102,-17,19,-0.9,-12,-2,-26
COc1cccc(/C=N/NC(N)=S)c1OS(=O)(=O)c1ccccc1,-42,-3.9,108,1,-26,-2.5,-9,3,9
COc1ccccc1OCCCCCCN1CCOCC1,19,-1.7,111,-2,34,-1.1,4,2,-7
